LDHA inh: inhibitors of human lactate dehydrogenase A; P00338; purified LDHA, NADH/diaphorase-resazurin fluorescence; stronger effect = lower value; activity change, % (values are at about 110 or 230 µM); 480,000 tested, 0.15% active; AID 1347041; in the data active means activity change below about -30%; inconclusive means mostly about -25% to -30%;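 further: plate controls were DMSO wells for no effect and wells without enzyme for full effect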
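Enzyme activity of human lactate dehydrogenase 5 (2 nM; 0.06 mM NADH, 0.2 mM pyruvate, 5 min, RT) is measured via a resazurin/diaphorase fluorescence readout of residual NADH.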
GRP78 ERSR act: induces the endoplasmic reticulum stress response in human glioma cells | Potency, µM, for the others: at the highest dose activation, most hits filed as activators | 420,000 tested, 0.02% active | U87-MG GRP78 promoter luciferase reporter, 16 h; further: potency means the concentration at half of the fitted maximal effect; series mostly up to about 76 µM; % of control where 0% means no effect; nearly all actives have a fitted effect of over 35% in size
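Stably transfected U87-MG human glioma cells carrying a GRP78-based luminescent sensor were seeded at 1000 cells/well, pin-dosed with compounds and incubated 16 h. Luciferase reagent was then added, and end-point luminescence was read after 10 min at room temperature.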
D1 antagonist: antagonists of human D1 dopamine receptor. 360,000 tested, 3.2% active. AID 504652. HEK293 TREx D1 cells, calcium flux, dopamine EC80; stronger effect = lower value. activity change, negative = inhibition, % at 10 µM; in the data active means activity change below about -30%; further: on the % scale 0 is the no-effect control and ±100 the full control effect
Target sequence (P21728 whole entry, looked up): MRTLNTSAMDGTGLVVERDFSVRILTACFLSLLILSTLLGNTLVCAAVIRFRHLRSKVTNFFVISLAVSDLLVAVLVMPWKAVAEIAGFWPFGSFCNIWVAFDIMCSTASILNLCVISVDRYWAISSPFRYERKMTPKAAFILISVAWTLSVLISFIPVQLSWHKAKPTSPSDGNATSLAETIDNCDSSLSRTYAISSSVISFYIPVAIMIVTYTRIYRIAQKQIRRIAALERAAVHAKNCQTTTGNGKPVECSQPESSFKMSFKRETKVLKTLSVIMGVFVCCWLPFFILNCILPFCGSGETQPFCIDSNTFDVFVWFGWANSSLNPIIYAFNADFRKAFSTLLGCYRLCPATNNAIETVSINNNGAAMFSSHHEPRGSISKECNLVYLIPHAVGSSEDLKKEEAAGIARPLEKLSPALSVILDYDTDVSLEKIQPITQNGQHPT
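Tetracycline-induced HEK293 T-REx cells with force-coupled D1 receptor were loaded with a no-wash calcium dye. Compound was added after a 10 s baseline and read kinetically for 180 s; EC80 dopamine was then added and calcium flux followed another 180 s.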
RXFP1 agonist: activates the human relaxin receptor RXFP1. Q9HBX9. HEK293T-RXFP1 cAMP TR-FRET, 30 min; response scale: percent of porcine relaxin response, buffer zero. Potency, µM (series often up to 57.5 µM), for the others: top-dose activation, most hits filed as activators. 370,000 tested, 0.3% active; further: potency means the concentration at half of the fitted maximal effect; on the % scale 0 is the no-effect control and ±100 the full control effect; nearly all actives have a fitted effect of over 60% in size; many of its hits are not listed in these tables
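HEK293T cells stably expressing RXFP1 were pretreated with the PDE4 inhibitor Ro 20174, exposed to compounds for 30 min at 37C, lysed, and cAMP was read by TR-FRET. Data normalized to buffer (basal) and 29 nM porcine relaxin (100%).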
Vif-APOBEC3G blk: blocks the Vif interaction with human APOBEC3G; HeLa A3G-eYFP + Vif (tagged APOBEC3G with the HIV-1 protein that degrades it), YFP fluorescence, overnight; Q9HC16; Potency, µM (titrated, usually from 46.1 µM), inactives show at the top dose activity, negative = active, hits mostly inhibitors; 410,000 tested, 0.076% active;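 further: potency means the concentration at half of the fitted maximal effect; on the % scale 0 is the no-effect control and ±100 the full control effect; nearly all actives have a fitted effect of over 60% in size; hits raise eYFP signal because A3G escapes Vif-driven loss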
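Read-out is eYFP fluorescence (Ex 488/Em 500-530) from Vif-expressing HeLa A3G-eYFP cells; more signal means A3G escaped Vif-mediated degradation. Cells plated overnight, compound pinned in, incubated overnight at 37 deg C.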
D1 potentiator: potentiators of human D1 dopamine receptor; P21728; HEK293 TREx D1 cells, calcium flux, dopamine EC20 potentiation; potentiation, % at 10 µM; 360,000 tested, 0.036% active; AID 504651; in the data active means potentiation above about 30%; further: 0% is about no effect
Vif-A3F inh: blocks the Vif interaction with APOBEC3F; HeLa A3F-eYFP + Vif (tagged APOBEC3F with the HIV-1 protein that degrades it), YFP fluorescence increase; Potency, µM (top dose mostly 46.1 µM), without a hit: at the top dose activity, negative = active; 390,000 tested, 0.2% active; AID 602313; further: potency means the concentration at half of the fitted maximal effect; % of control where 0% means no effect; nearly all actives have a fitted effect of over 65% in size
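Fluorescence increase (Ex 488/Em 500-530) after overnight compound treatment at 37 deg C flags inhibition of Vif-driven A3F-eYFP loss in stable HeLa A3F-eYFP/Vif cells seeded overnight beforehand.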
D2 potentiator: D2 dopamine receptor (human) potentiation. AID 485347. P14416. HEK293 T-REx D2, calcium flux, EC20 dopamine potentiation. 340,000 tested, 0.34% active. potentiation, % at 10 µM;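 active means potentiation over 3 SD above the plate norm, cut at about 30% in these data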; further: 0% is about no effect
Target sequence (P14416 whole entry, looked up): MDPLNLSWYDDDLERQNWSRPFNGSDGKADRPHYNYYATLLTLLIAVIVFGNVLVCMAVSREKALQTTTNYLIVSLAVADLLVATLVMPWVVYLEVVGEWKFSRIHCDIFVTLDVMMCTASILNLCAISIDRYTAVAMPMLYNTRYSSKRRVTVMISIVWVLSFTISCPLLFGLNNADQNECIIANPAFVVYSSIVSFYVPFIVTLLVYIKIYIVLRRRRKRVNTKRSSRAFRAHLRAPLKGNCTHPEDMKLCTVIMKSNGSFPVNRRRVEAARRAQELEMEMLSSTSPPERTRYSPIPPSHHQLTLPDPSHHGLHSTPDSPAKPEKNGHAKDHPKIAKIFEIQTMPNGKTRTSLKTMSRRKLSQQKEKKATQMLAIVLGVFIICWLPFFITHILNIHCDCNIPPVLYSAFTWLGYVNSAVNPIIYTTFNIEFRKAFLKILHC
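Tetracycline-induced Hek293 Trex D2 cells, force-coupled to calcium, loaded with no-wash calcium dye. Compound added with 180 s kinetic read for agonism, then EC20 dopamine and a further 180 s read for potentiation.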
D1 agonist: activates the human D1 dopamine receptor | HEK293 T-REx D1 cells, calcium flux, agonist mode | P21728 | activation, % at 2 µM | 360,000 tested, 1% active; in the data active means activation above about 30%; further: 0% is about no effect
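Tetracycline-induced HEK293 TREx D1 cells, force-coupled to calcium signalling, were dye-loaded with a no-wash calcium kit. Compound was pin-added after a 10 s baseline. Fluorescence was read kinetically at 1 cycle/s for 180 s, with calcium rises flagged as agonism.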
* marks the source's active call; other numbers are inactive results; u = inconclusive; x = no result given; & = joins results of further samples. Unless noted, the call rests on the fitted dose curve; in most records, active means well fitted curve in the direction sought with a large enough effect; inconclusive means small, poorly fitted or top-dose-only effect, or another doubt; inactive means no such curve, though single readings can be large; an effect the other way counts as inactive or inconclusive.

SMILES	LDHA inh	GRP78 ERSR act	D1 antagonist	RXFP1 agonist	Vif-APOBEC3G blk	D1 potentiator	Vif-A3F inh	D2 potentiator	D1 agonist
CCOC(=O)c1sc(N)c(C#N)c1CSc1nc2ccc(OCC)cc2[nH]1	-1.6	-4.6%	7.9	2.0%	-9.2%	8.6	-5.4%	21.2	2.7
NC(N)=NC(=O)c1nc(Cl)c(N)nc1N	0.3&-3.9&-2.2	-6.8%&-3.2%&-0.5%&-3.6%&-3.5%&-4.9%&-1.4%&-3.3%&-3.5%	-15.0	2.6%	2.4%&2.1%&4.1%	-3.8	4.4%&-2.0%&-5.4%	5.9	0.4
NC(=O)c1cc(N)ccc1N1CCCC1	22.7	-4.8%	13.1	0.2%	1.3%	-1.9	0.6%	4.0	0.7
CC(=O)N1CCc2cc(S(=O)(=O)NCc3ccc(C)cc3)ccc21	-6.1	-3.8%	-10.2	3.0%	7.3%	-5.2	-6.9%	-5.1	17.2
COc1cccc(C(C(=O)Nc2ccc(F)cc2)N(C(=O)Cn2nnc3ccccc32)C2CC2)c1 (stereo not drawn)	1.0	-2.0%	x	0.9%	-1.6%	x	-4.2%	x	x
COc1ccc2cc(C(=O)C3CCCN(C(=O)Cc4c(C)noc4C)C3)ccc2c1 (stereo not drawn)	-0.1	1.6%	-8.9	0.9%	10.0%	4.8	-3.5%	6.6	0.3
COC(=O)N/N=C/c1cn(CCCOc2ccc(C)cc2)c2ccccc12	-3.5	1.3%	11.4	0.0%	2.3%	-2.7	3.3%	6.1	1.7
COc1ccc(-c2ccc3c(N)c(C(=O)c4ccc(OC)c(OC)c4)sc3n2)cc1	-15.2&-1.2	-0.7%&0.9%	-16.8&3.3	7.9%&4.2%	-13.6%&-16.0%	-3.0&-1.2	-4.9%&-23.0%	4.3&-7.9	77.9*
COc1cc(OC)c(NC(=O)C2CCN(C(=O)c3sc4nc[nH]c(=O)c4c3C)CC2)cc1Cl	10.2	0.8%	14.9	1.1%	-0.6%	-1.3	-0.2%	-1.9	0.9
COc1cccc(COC(=O)C2CCN(S(=O)(=O)c3ccc(C)cc3)CC2)c1OC	-5.0	-5.4%	-37.9*	1.1%	1.0%	0.7	9.2%	x	10.5
CCOC(=O)C1=C(O)C(=O)N(c2ccc(S(N)(=O)=O)cc2)C1c1ccc(OC)cc1 (stereo not drawn)	-10.0	-4.2%	6.5	2.2%	0.0%	-0.1	-15.7%	-6.7	0.0
O=C(NCc1ccc(Cl)cc1)c1ccc(Cn2c(=O)c3cccn3c3cccnc32)cc1	-11.8	-1.2%	-11.4	0.8%	4.7%	-0.8	0.8%	x	3.0
CSc1nc2cc(F)c(F)cc2n1C	-7.6	-4.1%	11.9	-0.2%	-1.7%	2.4	0.3%	-10.7	-3.8
CCCCOC(=O)C(C)Nc1n[nH]c(=O)[nH]c1=O (stereo not drawn)	-0.4	0.5%	-8.2	-1.5%	0.0%	-15.6	0.5%	-7.5	0.5
Cc1cc(C(=O)CSc2cccc[n+]2[O-])c(C)n1-c1ccc(OC(F)F)cc1	-1.0	2.5%	-40.2*	1.3%	2.4%	-7.9	-13.4%	14.7	8.5
COC(=O)C1CN(C(=O)C(C)Oc2ccc(C(C)C)cc2)c2ccccc2O1 (stereo not drawn)	-0.6	-0.5%	7.9	5.1%	2.6%	-0.7	-2.2%	-2.0	2.9
CCCCn1c(N)c(N(Cc2ccccc2OC)C(=O)CN2C(=O)NC(C)(c3ccccc3)C2=O)c(=O)[nH]c1=O (stereo not drawn)	-8.8	-2.0%	37.8	-0.2%	-5.3%	-4.7	1.9%	-9.4	9.8
CCOC(=O)c1sc(=S)n(-c2ccccc2OC)c1N	-4.5	-1.5%	21.2	0.1%	-7.9%	-1.1	3.4%	x	3.1
CCOC(=O)c1[nH]c(CSc2nnc(-c3ccncc3)n2CCOC)c(C(=O)OCC)c1C	-4.8	-0.7%	1.4	1.2%	-1.3%	-4.8	0.4%	x	-2.1
COc1ccc(S(=O)(=O)N(C)C[C@@H]2OCc3cnnn3CCCC(=O)N([C@H](C)CO)C[C@H]2C)cc1	-9.7	-1.2%	x	x	-5.4%	x	-1.9%	x	x
COc1cccc(CN(C)C(=O)c2[nH]c(C)c(C(C)=O)c2C)c1OC	-3.4	-2.8%	-7.2	-0.7%	4.2%	-4.1	8.8%	-10.7	8.8
CSc1nnc(NC(=O)c2nc(S(=O)(=O)Cc3ccccc3F)ncc2Cl)s1	1.9	-16.8%	3.0	-1.6%	-19.2%	8.0	5.0%	0.4	1.2
Cn1c(SCC(=O)c2ccc(F)cc2)nnc1-c1cnccn1	-3.7	-0.1%	-5.6	0.6%	0.6%	6.0	-4.0%	2.0	0.2
Cc1cnc(NC(=O)CSc2ncn(-c3ccccc3)n2)s1	-3.3	-3.1%	6.1	-0.8%	-0.4%	-1.5	0.2%	7.3	3.5
O=C1C(Cc2ccccc2)SC(=Nc2ccccc2)N1c1ccccc1 (stereo not drawn)	-2.0	1.7%	-6.6	1.2%	-5.5%	-4.6	-0.2%	-5.7	-0.9
Cc1cccc(N2C(=O)CC(c3ccc(F)cc3)C3=C2COC3=O)c1 (stereo not drawn)	-3.2&-1.1	-2.4%&-3.6%	-8.2&1.9	-1.5%&1.0%	2.8%&-1.9%	-3.4&0.1	-6.0%&-0.1%	3.1	5.7&5.3
CCCCn1c(NCc2cc(Br)ccc2O)nc2ccccc21	-3.6	-4.1%	-5.9	-0.3%	-6.6%	-1.2	-26.0%	-7.2	2.3
OC(COc1ccc2ccccc2c1)CN1CCCC1 (stereo not drawn)	4.5	1.2%	-20.7	0.6%	-0.1%	-5.8	-9.6%	-4.9	2.3
CCOC(=O)CNC(=O)CCc1nnc2ccc(N3CCC(C)CC3)nn12	0.3	-0.1%	5.8	0.0%	-0.8%	-11.6	8.9%	-4.4	0.8
CCN(Cc1ccccc1)Cc1c(O)ccc2c(=O)c(-c3ccccc3)c(C(F)(F)F)oc12	3.0	0.9%	-10.5	5.1%	1.0%	0.1	0.1%	12.1	-3.5
COc1ccc(CNC(=O)C[C@H]2C[C@H](C(=O)N(C(C)C)C(C)C)[C@@]3(C)c4[nH]c5cc(-c6ccco6)ccc5c4CCN3C2=O)cc1OC	-14.6	-1.8%	x	x	-8.2%	x	6.0%	x	x
Cc1nccn1-c1ccc(C(F)(F)F)cc1NC=O	-1.6	-5.4%	-9.1	1.7%	1.7%	7.6	-0.1%	-6.4	1.4
CCc1ccc(S(=O)(=O)c2nnn3c2nc(N2CCCC(C)C2)c2cc(Cl)ccc23)cc1 (stereo not drawn)	-1.2	-3.0%	5.9	4.7%	1.7%	-6.0	-11.3%	-7.0	3.1
COc1ccc([N+](=O)[O-])cc1NC(=O)C(C)N1CCN(C(=O)c2ccco2)CC1 (stereo not drawn)	1.1	-3.5%	-14.8	2.5%	1.0%	-1.4	22.5%	-5.1	3.5
CC(=O)c1ccc(NC(=O)CN2C(=O)COc3ccc(Cl)cc32)cc1	4.0	-2.0%	1.3	-0.2%	-9.4%	-3.0	-6.1%	3.4	4.8
Cc1ccccc1OCC(=O)N=Nc1c(O)n(C)c2ccccc12	-3.0	12.8%	3.1	-1.9%	1.2%	0.2	-3.0%	7.9	1.4
CN1CCN(C(=O)c2ccc3c(=O)n(-c4ccc(F)cc4)c(=S)[nH]c3c2)CC1	10.8	3.0%	-2.4	-2.3%	4.0%	6.6	2.4%	x	5.5
O=C(Nc1nnc(C(F)(F)F)s1)C1COc2ccccc2O1 (stereo not drawn)	-3.1	-4.6%	-2.9	-2.8%	2.7%	-2.0	-6.3%	4.0	11.5
CCOC(=O)c1c(-c2ccc(OC)cc2)oc2ccc(O)cc12	-4.5	-5.5%	-5.7	5.9%	-5.1%	-2.7	-14.0%	-0.4	0.4
Cc1ccc(S(=O)(=O)N[C@H](C(=O)N2CCC(C(=O)NCC(=O)O)CC2)C(C)C)cc1	-2.3	-1.1%	-15.3	0.3%	2.7%	-2.9	-7.4%	-4.2	0.8
O=C(CN1CCN(C(=O)c2c(F)cccc2F)CC1)Nc1ccccc1F	0.1	9.4%	16.3	0.6%	0.2%	-0.4	-0.1%	5.1	5.4
CCCN1CCN(CCCNC(=O)C(CC)n2nc(C)c3sc4ccccc4c3c2=O)CC1 (stereo not drawn)	-2.9	-2.2%	8.6	0.0%	2.4%	-1.9	-5.8%	-11.9	0.5
COc1ccc2oc(-c3ccccc3)c(C(N)=O)c2c1	-2.4	1.7%	-3.8	-0.9%	1.2%	-4.2	7.0%	3.5	4.9
CCCCCCSc1nsc(NC(=O)CC(C)C)n1	2.5	0.7%	-13.3	5.0%	-0.3%	-3.9	-6.0%	-10.5	3.1
Cc1cccc(NC(=O)CN2NS(=O)(=O)c3ccccc3C2=O)c1	-2.3	-0.1%	-6.1	-0.8%	-0.3%	2.5	-2.2%	17.9	-1.4
CN1/C(=C\C(=O)c2cccnc2Cl)C(C)(C)c2ccccc21	-6.1	3.6%	-10.6	-0.3%	-0.3%	-2.1	-1.1%	13.5	3.0
NC(=O)COC(=O)/C=C/c1ccc2ccccc2n1	7.0	-0.9%	0.9	-0.5%	u	4.0	8.4%	2.7	0.2
Cc1cccc(CS(=O)(=O)Cc2ccc(C(=O)NCC3CCCO3)o2)c1 (stereo not drawn)	-1.2	-0.1%	-15.8	0.0%	1.5%	-2.2	1.2%	-1.8	-0.6

High-throughput results: PubChem BioAssay, National Center for Advancing Translational Sciences (NCATS)

Some of the compounds tested, so the mix of outcomes need not match the whole.
